Bioassay records: PubChem, Sanford-Burnham Center for Chemical Genomics
PfGluPho inh: PfG6PD (Plasmodium falciparum) enzyme inhibition; PfGluPho enzyme, NADPH resazurin-diaphorase fluorescence; inhibition, % at 20 µM; 0.78% of 350,000 active; AID 504690;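 active = inhibition reaching at least a set limit at 20 µM in the primary screen, cut at about 59% in these data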;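 also: 0% = DMSO wells with substrate and 100% = DMSO wells lacking glucose-6-phosphate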
SENP8 block-1: SENP8 (human) protease inhibition; AID 602440; inhibition, % at 20 µM; 0.64% of 360,000 active; Q96LD8; recombinant SENP8, Nedd8 substrate fluorescence; in the data active = inhibition mostly above about 40%, no sharp cut-off; inactive = mostly below about 27%
SENP8 block-2: blocks the human protease SENP8; Q96LD8; purified SENP8, Z-RLRGG-aminoluciferin cleavage, luminescence; inhibition, % at 10 µM; 1.2% of 330,000 active; AID 2540; in the data active = inhibition above about 50%
beta cell repl: inducers of beta-cell replication in MIN6 cells; proliferation, % at 10 µM; MIN6 cells proliferation, ATPlite luminescence, 48 h; cells starved in 0.2% serum; 100% = growth in 10% serum; 0.29% of 330,000 active;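 active = compounds whose signal lies at least 3.5 SD above the mean of all wells on their plate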;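 also: 0% = DMSO-treated cells in low-serum medium and 100% = 10% serum control; some compounds called inactive have numbers as strong as hits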
SENP1 inh: SENP1 (human) catalytic domain inhibition | 0.21% of 360,000 active | AID 624204 | recombinant SENP1 catalytic domain, CyPet-SUMO1-YPet FRET cleavage | Q9P0U3 | inhibition, % at 10 µM;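 active = inhibition at least 30% at 10 µM, raw YFP signal under a set limit, fluorescence ratio 0.5 to 1.5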;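 also: 0% = enzyme with DMSO and 100% = no enzyme wells; some results filed as inactive read as strong as hits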
Target sequence (Q9P0U3 419-644 limits assumed): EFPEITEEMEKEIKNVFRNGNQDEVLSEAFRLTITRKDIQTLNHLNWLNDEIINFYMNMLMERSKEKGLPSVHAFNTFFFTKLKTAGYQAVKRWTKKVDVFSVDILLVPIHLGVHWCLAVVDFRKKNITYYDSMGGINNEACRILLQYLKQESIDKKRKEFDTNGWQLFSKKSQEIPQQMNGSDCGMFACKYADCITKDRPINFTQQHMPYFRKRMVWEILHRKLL
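System: Recombinant human SENP1 catalytic domain, His6-tagged | Incubation: Enzyme reaction for 50 min at room temperature, dark | Medium: Tris pH 8 with BME, BSA, NP40 and catalase | Also added: 25 nM SUMO1 FRET substrate | Compound: 10 µM single point, 0.5% DMSO | Measured by: FRET fluorescence in CFP and YFP emission channels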
SENP7 inh: blocks the human protease SENP7; Q9BQF6; recombinant SENP7, Z-RLRGG-aminoluciferin luminescence, 40 min; inhibition, % at 5 µM; 1.5% of 330,000 active; AID 434973;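 active = inhibition above about 50% at the single test dose, limit read from the data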;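 also: plate controls were DMSO with enzyme for no effect and no enzyme buffer wells for full effect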
Target sequence (Q9BQF6 706-1050 limits assumed): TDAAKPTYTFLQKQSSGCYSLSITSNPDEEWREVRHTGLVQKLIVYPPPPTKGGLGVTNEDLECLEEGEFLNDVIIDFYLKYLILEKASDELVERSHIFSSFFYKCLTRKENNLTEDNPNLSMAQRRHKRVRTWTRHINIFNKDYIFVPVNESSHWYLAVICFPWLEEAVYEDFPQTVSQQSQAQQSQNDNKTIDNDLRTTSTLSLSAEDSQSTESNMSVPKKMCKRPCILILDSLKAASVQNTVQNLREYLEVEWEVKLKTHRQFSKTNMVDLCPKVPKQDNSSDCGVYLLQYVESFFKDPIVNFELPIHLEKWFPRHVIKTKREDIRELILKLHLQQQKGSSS
UBC13 polyUb: human UBC13 polyubiquitination inhibition. inhibition, % at 20 µM. 0.47% of 330,000 active. UBC13 polyubiquitin chain formation, TR-FRET; in the data active = inhibition above about 45%, passing the limit was not always enough
SENP6 block: blocks the human protease SENP6. Recombinant SENP6 catalytic domain, aminoluciferin luminescence. 1.8% of 330,000 active. AID 2599. inhibition, % at 10 µM. Q9GZR1;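 active = inhibition above about 50% at the single tested dose, limit read from the data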;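 also: plate controls were DMSO wells with enzyme for no effect and DMSO wells lacking enzyme for full effect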
Target sequence (Q9GZR1 628-1112 limits assumed): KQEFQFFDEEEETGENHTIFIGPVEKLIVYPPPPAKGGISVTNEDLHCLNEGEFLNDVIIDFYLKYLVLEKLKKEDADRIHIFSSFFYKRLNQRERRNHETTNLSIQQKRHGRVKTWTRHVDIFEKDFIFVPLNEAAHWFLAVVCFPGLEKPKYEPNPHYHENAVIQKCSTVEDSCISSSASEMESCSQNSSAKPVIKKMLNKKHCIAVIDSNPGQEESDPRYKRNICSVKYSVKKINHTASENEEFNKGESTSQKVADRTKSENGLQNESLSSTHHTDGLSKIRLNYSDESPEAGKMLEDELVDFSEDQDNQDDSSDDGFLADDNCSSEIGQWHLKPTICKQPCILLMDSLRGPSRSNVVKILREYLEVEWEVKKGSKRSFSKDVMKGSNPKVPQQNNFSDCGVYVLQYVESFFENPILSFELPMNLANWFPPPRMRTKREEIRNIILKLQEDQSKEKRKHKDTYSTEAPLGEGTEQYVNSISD
HKDC1 inh: HKDC1 (human) hexokinase inhibition; Q2TB90; recombinant HKDC1, G6PDH/diaphorase resazurin coupled fluorescence; 0.16% of 340,000 active; inhibition, % at 20 µM;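 active = inhibition above about 35% when tested at 20 µM, limit read from the data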;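 also: plate controls were DMSO wells with enzyme for no effect and DMSO wells lacking enzyme for full effect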
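Material – in-house recombinant HK5 (HKDC1) enzyme · Quantity – HKDC1 at 5 µg/mL · Buffer or medium – pH 8.0 Tris buffer with 10 mM MgCl2 · Reagent – glucose with 1 mM ATP · Dosing – single 20 µM dose · Times – reaction time 90 min, room temperature, protected from light · Technique – resorufin fluorescence at 613 nm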
* = called active by the depositor.

What do the screens show for `CCC(NC(=O)CCc1c(C)c2cc3c4c(oc3cc2oc1=O)CCCC4)C(=O)O` (stereo not given)?
PfGluPho inh: -12; SENP8 block-1: -292; SENP8 block-2: -2; beta cell repl: -1; SENP1 inh: -8; SENP7 inh: -7; UBC13 polyUb: 0; SENP6 block: 14; HKDC1 inh: 2

What do the screens show for `O=C(O)C1C2C=CC(C3CC23)C1C(=O)NCCc1ccccc1` (stereo not given)?
PfGluPho inh: -18; SENP8 block-1: 17; SENP8 block-2: 4; beta cell repl: 0; SENP1 inh: 2; SENP7 inh: 3; UBC13 polyUb: 1; SENP6 block: 3; HKDC1 inh: -5

Results for CC1=C(C(=O)Nc2ccccc2)C(c2ccncc2)C(C#N)=C(SCC(=O)NC(C)C)N1 (stereo not given) ?
PfGluPho inh: 6; SENP8 block-1: 2; SENP8 block-2: 4; beta cell repl: 0; SENP1 inh: -1; SENP7 inh: 2; UBC13 polyUb: 1; SENP6 block: -4; HKDC1 inh: -2

Results for O=C(Nc1ccc2c(c1)OCO2)c1c(F)cccc1F ?
PfGluPho inh: 3; SENP8 block-1: 12; SENP8 block-2: -7; beta cell repl: -1; SENP1 inh: -2; SENP7 inh: 8; UBC13 polyUb: 2; SENP6 block: 29; HKDC1 inh: 0

What do the screens show for `CCN(CC(=O)NCCCN1CCOCC1)S(=O)(=O)c1ccc(F)cc1`?
PfGluPho inh: 5; SENP8 block-1: 10; SENP8 block-2: -3; beta cell repl: -1; SENP1 inh: 2; SENP7 inh: -3; UBC13 polyUb: 3; SENP6 block: -17; HKDC1 inh: -3

How did O=[N+]([O-])c1ccc(/C([O-])=C(/C(=S)Nc2ccccc2F)[n+]2ccccc2)cc1 do in these assays?
PfGluPho inh: 27; SENP8 block-1: 27; SENP8 block-2: -1; beta cell repl: 1; SENP1 inh: 1; SENP7 inh: -1; UBC13 polyUb: -2; SENP6 block: -8; HKDC1 inh: 0

How did O=C(CCCN1C(=O)CCC1=O)Nc1ccccc1F do in these assays?
PfGluPho inh: -2; SENP8 block-1: 5; SENP8 block-2: 6; beta cell repl: -2; SENP1 inh: 1; SENP7 inh: 1; UBC13 polyUb: 6; SENP6 block: -16; HKDC1 inh: -8

What do the screens show for `COc1ccc(-c2nnc3sc(COc4ccc(C)cc4)nn23)cc1`?
PfGluPho inh: -10; SENP8 block-1: 32; SENP8 block-2: -1; beta cell repl: -2; SENP1 inh: 1; SENP7 inh: -2; UBC13 polyUb: -6; SENP6 block: 7; HKDC1 inh: 1

Results for CCOC(=O)c1c(NC(=O)CC2SC(N)=NC2=O)sc(C)c1C (stereo not given) ?
PfGluPho inh: -5; SENP8 block-1: -10; SENP8 block-2: 4; beta cell repl: -1; SENP1 inh: 1; SENP7 inh: 7; UBC13 polyUb: 4; SENP6 block: -5; HKDC1 inh: 2

What do the screens show for `COc1ccc(/C=C(/NC(=O)c2ccccc2)C(=O)NCC2CCCO2)cc1` (stereo not given)?
PfGluPho inh: 5; SENP8 block-1: 12; SENP8 block-2: -8; beta cell repl: 6; SENP1 inh: -5; SENP7 inh: -7; UBC13 polyUb: -2; SENP6 block: -18; HKDC1 inh: -2

Results for CCc1cc(C(=O)Nc2ccccc2)cs1 ?
PfGluPho inh: 17; SENP8 block-1: 5; SENP8 block-2: 52*; beta cell repl: -1; SENP1 inh: 2; SENP7 inh: 75*; UBC13 polyUb: -11; SENP6 block: 67*; HKDC1 inh: -5

Results for COc1cccc(-c2c(C(=O)N/N=C/C3CC=CCC3)nnn2-c2nonc2N)c1 (stereo not given) ?
PfGluPho inh: 1; SENP8 block-1: -25; SENP8 block-2: -15; beta cell repl: -4; SENP1 inh: 1; SENP7 inh: -6; UBC13 polyUb: -5; SENP6 block: -23; HKDC1 inh: -6

Results for CCCCC/C(=N\NC(=O)Nc1ccccc1)c1ccccc1 ?
PfGluPho inh: -6; SENP8 block-1: 11; SENP8 block-2: -9; beta cell repl: -2; SENP1 inh: 4; SENP7 inh: -8; UBC13 polyUb: -5; SENP6 block: -7; HKDC1 inh: -6

How did Cc1ccsc1C(=O)N1CCCC(N(C)Cc2ccccc2)C1 (stereo not given) do in these assays?
PfGluPho inh: -9; SENP8 block-1: 19; SENP8 block-2: 11; beta cell repl: 1; SENP1 inh: 1; SENP7 inh: -1; UBC13 polyUb: 3; SENP6 block: 4; HKDC1 inh: -3

Results for O=C(Nc1ccc(S(=O)(=O)N2CCC(C(=O)NC3CCCCC3)CC2)cc1)c1ccco1 ?
PfGluPho inh: 4; SENP8 block-1: 12; SENP8 block-2: -2; beta cell repl: 1; SENP1 inh: -1; SENP7 inh: -1; UBC13 polyUb: 11; SENP6 block: 2; HKDC1 inh: -3

How did N[C@@H](Cc1ccc(O)cc1)c1nnc([C@H](CC(=O)O)NC(=O)C2CCNCC2)o1 do in these assays?
PfGluPho inh: 2; SENP8 block-1: 11; SENP8 block-2: 9; beta cell repl: 0; SENP1 inh: 1; SENP7 inh: 7; UBC13 polyUb: -1; SENP6 block: 7; HKDC1 inh: -13

What do the screens show for `O=C(COC(=O)COc1ccc(Cl)cc1Cl)NC1CCS(=O)(=O)C1` (stereo not given)?
PfGluPho inh: 0; SENP8 block-1: 3; SENP8 block-2: 4; beta cell repl: -4; SENP1 inh: 5; SENP7 inh: 2; UBC13 polyUb: 10; SENP6 block: 0; HKDC1 inh: 3

Results for O=C(c1ccco1)N1N=C(c2ccco2)CC1c1ccc(Cl)cc1Cl (stereo not given) ?
PfGluPho inh: -10; SENP8 block-1: -30; SENP8 block-2: 3; beta cell repl: -4; SENP1 inh: 1; SENP7 inh: 12; UBC13 polyUb: 0; SENP6 block: -2; HKDC1 inh: -2

Results for COc1ccc(-n2c3c(cc(C(=O)N4CCC(C)CC4)c2=O)C(=O)CC(C)(C)C3)cc1 ?
PfGluPho inh: 5; SENP8 block-1: -1; SENP8 block-2: 4; beta cell repl: -1; SENP1 inh: 0; SENP7 inh: -3; UBC13 polyUb: 2; SENP6 block: -21; HKDC1 inh: -6

How did COc1cc(-c2noc(C)c2/C=C/c2ccc(N)cc2)cc(OC)c1OC do in these assays?
PfGluPho inh: -3; SENP8 block-1: -171; SENP8 block-2: 2; beta cell repl: -7; SENP1 inh: -19; SENP7 inh: 1; UBC13 polyUb: 0; SENP6 block: -10; HKDC1 inh: 6

What do the screens show for `N#CC1=C(N)Oc2n[nH]c(-c3cccs3)c2C1C1C=CCCC1` (stereo not given)?
PfGluPho inh: 42; SENP8 block-1: 21; SENP8 block-2: -9; beta cell repl: -2; SENP1 inh: -1; SENP7 inh: 4; UBC13 polyUb: -10; SENP6 block: -10; HKDC1 inh: 6

What do the screens show for `Cc1cc(C)nc(/N=C2\NC(=O)CC(C(=O)O)N2c2ccc(Cl)cc2Cl)n1` (stereo not given)?
PfGluPho inh: -1; SENP8 block-1: 16; SENP8 block-2: 8; beta cell repl: 1; SENP1 inh: 1; SENP7 inh: 2; UBC13 polyUb: -1; SENP6 block: -3; HKDC1 inh: -1

What do the screens show for `COc1ccc(NC(=S)Nc2cccc(S(=O)(=O)N3CCCCC3)c2)cc1`?
PfGluPho inh: 26; SENP8 block-1: 13; SENP8 block-2: 0; beta cell repl: 0; SENP1 inh: 3; SENP7 inh: -4; UBC13 polyUb: -11; SENP6 block: -9; HKDC1 inh: 4

Results for CCCOc1cc(N(CC)CC)ccc1/C=C(/C#N)c1nc2ccc(C)cc2[nH]1 ?
PfGluPho inh: 11; SENP8 block-1: 19; SENP8 block-2: 1; beta cell repl: -4; SENP1 inh: -19; SENP7 inh: -2; UBC13 polyUb: -227; SENP6 block: -4; HKDC1 inh: -3

What do the screens show for `COc1cc(C(=O)OCC(=O)NC2CC2)cc(OC)c1OC`?
PfGluPho inh: -2; SENP8 block-1: 8; SENP8 block-2: -1; beta cell repl: 2; SENP1 inh: 3; SENP7 inh: -3; UBC13 polyUb: -16; SENP6 block: 6; HKDC1 inh: -3

How did O=C(N/N=C/c1ccc(Cl)s1)c1ccccc1[N+](=O)[O-] do in these assays?
PfGluPho inh: 20; SENP8 block-1: 6; SENP8 block-2: 0; beta cell repl: -2; SENP1 inh: 3; SENP7 inh: -1; UBC13 polyUb: -5; SENP6 block: 3; HKDC1 inh: -2

What do the screens show for `C/C=C(\C)CN1CCC(Oc2cc(C(=O)NC3CC3)ccc2OC)CC1`?
PfGluPho inh: -13; SENP8 block-1: 4; SENP8 block-2: 7; beta cell repl: 8; SENP1 inh: -4; SENP7 inh: -12; UBC13 polyUb: 0; SENP6 block: -5; HKDC1 inh: 6

Results for COc1ccc(CCNC(=O)C2CCN(S(=O)(=O)c3cnc[nH]3)CC2)cc1OC ?
PfGluPho inh: -8; SENP8 block-1: 40*; SENP8 block-2: 6; beta cell repl: -4; SENP1 inh: 3; SENP7 inh: 0; UBC13 polyUb: 0; SENP6 block: -2; HKDC1 inh: 1

Results for COC(=O)c1ccc(OCC(O)CN2CCC(C)CC2)cc1 (stereo not given) ?
PfGluPho inh: 0; SENP8 block-1: 10; SENP8 block-2: 6; beta cell repl: -2; SENP1 inh: -139; SENP7 inh: 1; UBC13 polyUb: 11; SENP6 block: -3; HKDC1 inh: -3

Results for CCc1ccc(/C(C)=N/NC(=O)CNC(=O)/C=C/c2ccco2)cc1 ?
PfGluPho inh: 33; SENP8 block-1: 20; SENP8 block-2: -1; beta cell repl: -1; SENP1 inh: 2; SENP7 inh: -11; UBC13 polyUb: 20; SENP6 block: -23; HKDC1 inh: 24

Grouped by structure: those above with a thiophene ring, fused or not (five)
Results for CCOC(=O)c1c(NC(=O)CC2SC(N)=NC2=O)sc(C)c1C (stereo not given) ?
PfGluPho inh: -5; SENP8 block-1: -10; SENP8 block-2: 4; beta cell repl: -1; SENP1 inh: 1; SENP7 inh: 7; UBC13 polyUb: 4; SENP6 block: -5; HKDC1 inh: 2

Results for CCc1cc(C(=O)Nc2ccccc2)cs1 ?
PfGluPho inh: 17; SENP8 block-1: 5; SENP8 block-2: 52*; beta cell repl: -1; SENP1 inh: 2; SENP7 inh: 75*; UBC13 polyUb: -11; SENP6 block: 67*; HKDC1 inh: -5

How did Cc1ccsc1C(=O)N1CCCC(N(C)Cc2ccccc2)C1 (stereo not given) do in these assays?
PfGluPho inh: -9; SENP8 block-1: 19; SENP8 block-2: 11; beta cell repl: 1; SENP1 inh: 1; SENP7 inh: -1; UBC13 polyUb: 3; SENP6 block: 4; HKDC1 inh: -3

What do the screens show for `N#CC1=C(N)Oc2n[nH]c(-c3cccs3)c2C1C1C=CCCC1` (stereo not given)?
PfGluPho inh: 42; SENP8 block-1: 21; SENP8 block-2: -9; beta cell repl: -2; SENP1 inh: -1; SENP7 inh: 4; UBC13 polyUb: -10; SENP6 block: -10; HKDC1 inh: 6

How did O=C(N/N=C/c1ccc(Cl)s1)c1ccccc1[N+](=O)[O-] do in these assays?
PfGluPho inh: 20; SENP8 block-1: 6; SENP8 block-2: 0; beta cell repl: -2; SENP1 inh: 3; SENP7 inh: -1; UBC13 polyUb: -5; SENP6 block: 3; HKDC1 inh: -2
